NPC1 promoter act: NPC1 promoter activation; Potency, µM (top dose mostly 9.22 µM), without a hit: top-dose activation, most hits filed as activators; Huh7 NPC1 promoter luciferase reporter, 24 h; 320,000 compounds, 2.4% hits;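 also: potency is read from the fitted curve at half-maximal effect; % of control where 0% means no effect; nearly all actives have a fitted effect of over 60% in size; reporter is driven by a mutant NPC1 promoter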
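Luciferase expression driven by the NPC1 promoter was measured in stably transfected Huh7 cells after a 24 h compound incubation, using a luciferase reagent and a luminescence read.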
FLuc modulator: inhibits or activates purified firefly luciferase, miR-21 counter-screen. P08659. purified FLuc, Km substrates, luminescence inhibition. Potency, µM (series often up to 57.5 µM), without a hit: top-dose activity change, negative = inhibition, actives largely listed as inhibitors. 360,000 compounds, 6.9% hits. AID 588342;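 also: potency is read from the fitted curve at half-maximal effect; plate controls were vehicle for no effect and reference inhibitor for full effect; nearly all actives have a fitted effect of over 55% in size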
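Biochemical qHTS of compounds, final roughly 60 µM downward over six points, against 10 nM purified firefly luciferase using Km concentrations of substrates (10 uM D-luciferin, 10 uM ATP) in Tris acetate pH 7.5 buffer; luminescence output.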
Gal4-VP16 FLuc: inhibits Gal4-VP16 luciferase reporter, ROR gamma counter-screen; Drosophila S2 Gal4-VP16 UAS-luciferase, luminescence, 20 h; Potency, µM (doses to about 53.6 µM), without a hit: at the highest dose activity, negative = inhibition, most hits filed as inhibitors; 310,000 compounds, 3.5% hits;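 also: Gal4-VP16 expression switched on by copper sulfate through the metallothionein promoter; potency is read from the fitted curve at half-maximal effect; % is scaled to controls: 0 for no effect and ±100 for the full control effect; nearly all actives have a fitted effect of over 50% in size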
KCNH2 3.1 inh: KCNH2 3.1 (human) potassium channel inhibition; U2OS KCNH2 3.1, thallium flux FluxOr; hits give low values; activity change, % (tested at about 1.8 µM); 340,000 compounds, 0.95% hits; AID 720553;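 active = maximum activity change below -70%; inconclusive = maximum activity change from -70% to -50%; inactive = maximum activity change above -50%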;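 also: thallium influx rate constant from kinetic fluorescence after stimulation buffer; % is scaled to controls: 0 for no effect and ±100 for the full control effect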
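Thallium flux via FluxOr fluorescence (Red40 quencher, 45 min loading) in U2OS cells virally expressing the KCNH2 3.1 isoform (1.77 x 10^8 /mL virus, overnight at 37 C). Rate constants from 2-min kinetic reads post-stimulation, normalised to positive and negative controls.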
ELG1 DNA repair: blocks ELG1-dependent DNA repair in HEK293T cells | HEK293T ELG1-luciferase reporter, luminescence, 16 h; DNA damage induced by 5-fluorouridine | Potency, µM (top dose mostly 46.1 µM), for inactives: top-dose activity change, negative = inhibition, most hits filed as inhibitors | 330,000 compounds, 2.3% hits; also: potency is read from the fitted curve at half-maximal effect; % is scaled to controls: 0 for no effect and ±100 for the full control effect; nearly all actives have a fitted effect of over 55% in size
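Reporter activity after DNA damage by 5-fluorouridine is monitored. Compound-treated cells incubate 16 hr at 37 °C, then ONE-Glo is added for 30 min before luminescence reading.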
RORgamma inh: inhibitors of mouse ROR gamma transcriptional activity; P51450; Drosophila S2 Gal4-RORgamma UAS-luciferase reporter, 20 h; Potency, µM (series often up to 53.6 µM), for the others: at the top dose activity change, negative = inhibition, usual class: inhibitors; 310,000 compounds, 5.4% hits; AID 2551; also: potency is read from the fitted curve at half-maximal effect; % is scaled to controls: 0 for no effect and ±100 for the full control effect; nearly all actives have a fitted effect of over 60% in size
Target sequence (P51450 whole entry, looked up, the tested form may be a part): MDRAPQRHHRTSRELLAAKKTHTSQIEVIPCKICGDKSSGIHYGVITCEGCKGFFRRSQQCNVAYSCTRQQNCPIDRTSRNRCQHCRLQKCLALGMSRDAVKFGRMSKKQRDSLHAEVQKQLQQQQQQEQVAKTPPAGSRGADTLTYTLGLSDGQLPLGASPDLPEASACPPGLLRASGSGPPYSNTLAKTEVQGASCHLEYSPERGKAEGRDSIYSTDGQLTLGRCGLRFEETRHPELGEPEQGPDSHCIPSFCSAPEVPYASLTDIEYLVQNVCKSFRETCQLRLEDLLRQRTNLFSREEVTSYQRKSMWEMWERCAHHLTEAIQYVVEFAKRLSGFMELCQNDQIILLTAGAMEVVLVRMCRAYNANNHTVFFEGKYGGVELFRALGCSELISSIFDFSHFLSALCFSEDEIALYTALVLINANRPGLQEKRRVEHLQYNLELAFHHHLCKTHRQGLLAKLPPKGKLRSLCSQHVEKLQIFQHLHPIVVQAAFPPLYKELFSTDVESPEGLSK
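Read-out: Photinus luciferase luminescence; inhibitors lower reporter signal. Insect Schneider cells with Gal4-ROR gamma fusion under metallothionein promoter, UAS reporter; 700 uM final copper sulfate induction, 20 hr, ambient temperature.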
PKM2 act: activators of human pyruvate kinase M2. P14618. purified PKM2, Kinase-Glo ATP luminescence, activation; response scale: 0% is enzyme alone, no compound. Potency, µM (highest dose often 57.5 µM), for inactives: top-dose activation, actives largely listed as activators. 260,000 compounds, 0.34% hits. AID 1631; also: potency is read from the fitted curve at half-maximal effect; % is scaled to controls: 0 for no effect and ±100 for the full control effect; nearly all actives have a fitted effect of over 55% in size
Target sequence (P14618 whole entry, looked up): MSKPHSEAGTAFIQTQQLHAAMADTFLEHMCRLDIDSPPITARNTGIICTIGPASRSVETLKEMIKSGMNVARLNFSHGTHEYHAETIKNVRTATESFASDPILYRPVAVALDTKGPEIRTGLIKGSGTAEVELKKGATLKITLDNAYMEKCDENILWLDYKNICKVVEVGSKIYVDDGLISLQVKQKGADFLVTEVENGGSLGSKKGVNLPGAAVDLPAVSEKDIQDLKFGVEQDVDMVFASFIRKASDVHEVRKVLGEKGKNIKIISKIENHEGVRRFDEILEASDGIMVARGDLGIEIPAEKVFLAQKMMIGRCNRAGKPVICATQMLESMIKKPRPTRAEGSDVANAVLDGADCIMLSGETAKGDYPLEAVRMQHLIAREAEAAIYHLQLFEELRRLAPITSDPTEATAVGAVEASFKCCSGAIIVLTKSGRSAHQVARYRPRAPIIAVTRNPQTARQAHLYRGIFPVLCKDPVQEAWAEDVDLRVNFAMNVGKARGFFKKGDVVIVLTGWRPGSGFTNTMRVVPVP
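hPK-M2, >95% pure; 0.1 mM ADP / 0.5 mM PEP final; imidazole pH7.2 buffer w/ 7 mM MgCl2, 50 mM KCl; 1 h RT; Kinase-Glo lum. Intermediate enzyme activity for dual inhibitor/activator qHTS.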
MBNL1-CUG inh: inhibitors of human MBNL1 binding to CUG repeat RNA; Potency, µM (top dose mostly 57.5 µM), for the others: at the highest dose activity change, negative = inhibition, most hits filed as inhibitors; TR-FRET MBNL1-His/biotin-(CUG)12 binding, 665/545 ratio; 280,000 compounds, 0.036% hits; Q9NR56; active = well fitted inhibition curve with a large enough effect in the signal ratio, with a control signal flat, not every such curve was filed as active; inconclusive = small, poorly fitted or top-dose-only effect, or effect the other way, or a change in a side signal; inactive = no such curve, though single readings can be large or run the other way; the % refers to the signal ratio; also: potency is read from the fitted curve at half-maximal effect; % is scaled to controls: 0 for no effect and ±100 for the full control effect
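TR-FRET readout: Ex 340 nm, 665/545 nm emission ratio, normalized to buffer-only (basal) and MBNL1-(CUG)12 controls. Complex of MBNL1-His with Biotin-(CUG)12, compounds 92 nM–58 uM, incubated 60 min at room temperature.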
Rab9 promoter act: Rab9 promoter activation; Potency, µM (doses to about 9.22 µM), without a hit: at the highest dose activation, negative = inhibition, usual class: activators; 320,000 compounds, 2.8% hits; AID 485297; Huh7 Rab9 promoter-luciferase reporter, luminescence, 24 h; also: potency is read from the fitted curve at half-maximal effect; % of control where 0% means no effect; nearly all actives have a fitted effect of over 60% in size
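Huh7 cells stably carrying a Rab9 promoter-luciferase reporter, 1500 cells per well in OP-MEM I with 10% FBS, treated with compound 24 hours at 37C. Luciferase activity read by luminescence after 10 minutes with Amplite reagent.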
Mito fusion act: mitochondrial division inhibition or fusion activation | Potency, µM (titrated, usually from 46.1 µM), for the others: at the top dose growth rescue (activation), hits mostly activators | AID 485298 | S. cerevisiae fusion-defective mutant growth rescue, CellTiterGlo 48 h | 320,000 compounds, 0.23% hits;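 also: potency is read from the fitted curve at half-maximal effect; % of control where 0% means no effect; nearly all actives have a fitted effect of over 45% in size; temperature-sensitive fusion mutants such as fzo1-1 at 37 °C on non-fermentable ethanol glycerol medium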
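Growth-rescue viability read-out: after 48 h at the non-permissive 37C in glycerol/ethanol YPEG, yeast mitochondrial fusion mutants are measured by CellTiterGlo luminescence; compounds (23 nl pinned per well) restoring growth score as division inhibitors or fusion activators.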
Menin MLL FP TR: displaces Texas Red mutant MLL peptide from human menin | Menin + Texas Red MLL mutant peptide, fluorescence polarization | Potency, µM (series often up to 61.6 µM), inactives show at the top dose FP activity change, negative = inhibition, most hits filed as inhibitors | 270,000 compounds, 0.23% hits | AID 1768; active = well fitted inhibition curve with a large enough effect in the polarisation, with a control signal flat, not every such curve was filed as active; inconclusive = small, poorly fitted or top-dose-only effect, or effect the other way, or a change in a side signal; inactive = no such curve, though single readings can be large or run the other way; the % refers to the polarisation; also: potency is read from the fitted curve at half-maximal effect; % of control where 0% means no effect; many of its hits are not listed in these tables
Active calls of the source: *; ? = inconclusive; . = no result given; [ ] = another dose, or the depositor's remark. Unless noted, calls follow the shape of the dose curve; as a rule, active = well fitted curve in the direction sought with a large enough effect; inconclusive = small, poorly fitted or top-dose-only effect, or another doubt; inactive = no such curve, though single readings can be large; an effect the other way counts as inactive or inconclusive. This is a subset. The share of hits here may be higher or lower than overall.

molecule,Menin MLL FP TR,MBNL1-CUG inh,RORgamma inh,PKM2 act,ELG1 DNA repair,NPC1 promoter act,Mito fusion act,Gal4-VP16 FLuc,Rab9 promoter act,FLuc modulator,KCNH2 3.1 inh
CCOC(=O)N1CCC(NC(=O)c2cc3c(-c4ccccc4F)nn(C)c3s2)CC1,?,-2.0%,-2.1%,4.0%,13µM*,-2.3%,-2.8%,-2.0%,1.1%,1.3%,-1.6
COc1ccc(C2=NOC(Cn3c(Cc4ccc(Cl)cc4)nc4c3c(=O)n(C)c(=O)n4C)C2)cc1 (stereo not given),-0.3%,5.3%,14.0%,1.5%,?,-1.8%,4.2%,-2.9%,-1.6%,0.5%,-20.2
CCN(CC)S(=O)(=O)c1ccc(NC(=O)C2c3ccccc3Oc3ccccc32)cc1,-25.1%,-7.7%,-4.6%,4.3%,10.3%,-3.7%,9.9%,?,-2.6%,3.3%,-7.2
CCOC(=O)C1=C(COC(=O)/C=C/c2ccc(O)c(OC)c2)NC(=O)NC1C (stereo not given),.,.,.,.,?,0.1%,-0.5%,.,-5.3%,1.2%,12.8
Cc1cccc(-n2c(SCC(=O)O)nc3sc4c(c3c2=O)CCC4)c1,.,-5.5%,3.4%,2.1%,5.8%,-0.9%,-0.5%,-12.5%,-6.0%,5.1%,18.4
CCc1nc2sc3c(c2c(=O)n1NC(=O)CCl)CCCC3,-0.7%,0.1%,38.3%,1.7%,-0.8%,-0.1%,-2.0%,9.3%,9.4%,3.8%,-1.8
O=C(NNC(=O)c1cccnc1)Nc1ccc([N+](=O)[O-])cc1,0.3%,?,18.7%,-4.3%,0.7%,-4.5%,-16.9%,-0.7%,-5.0%,6.4%,-5.6
O=C(CN1CCN(C(=O)c2cccc(F)c2)CC1)NC1CCCCC1,-10.8%,-2.3%,10.8%,3.4%,-3.0%,0.7%,-3.9%,1.1%,1.1%,-1.6%,-9.0
COc1cc(/C=C(\C#N)C(=O)NC(C)C)ccc1OCc1ccc(C(=O)O)cc1,.,.,-26.2%,1.5%,?,0.6%,-4.1%,25.8%,-0.4%,-19.2%,-5.9
CS(=O)(=O)N(CC(=O)Nc1ccc2c(c1)OCO2)Cc1ccccc1,-3.5%,-5.2%,19.4%,-1.7%,11.5%,6.2%,-5.2%,13.5%,-0.9%,-13.8%,1.7
COc1ccc(-c2c(C)nn3c(N4CCC(C(=O)NCCN(C)C)CC4)cc(C)nc23)cc1OC,-22.9%,6.5%,-27.2%,-11.4%,7.9%,-6.3%,-2.9%,-1.5%,-2.9%,2.8%,-3.6
O=C1NC(=S)N/C1=C/c1ccc(-c2c(Br)cc([N+](=O)[O-])cc2Br)o1,?,14.6%,1.9%,-12.8%,-1.2%,8.5%,8.3%,-15.7%,10.0%,-1.8%,.
Cc1ccc(-c2cc(C(F)F)n3ncc(C(=O)Nc4c(C)nn(Cc5ccccc5Cl)c4C)c3n2)cc1,-7.3%,-6.5%,40.3%,0.4%,?,-5.4%,9.2%,-5.9%,0.1%,1.6%,14.5
C=CC[N+]1(CC(=O)NCc2ccc(NC(C)=O)cc2)CCOCC1,.,-9.2%,-5.8%,-3.6%,10.7%,3.0%,2.8%,-3.9%,-2.9%,-0.6%,2.8
CCCCN(C(=O)c1oc2ccc(OCC)cc2c1C)c1c(N)n(CCCC)c(=O)[nH]c1=O,.,.,.,.,27.2%,-1.0%,-0.4%,.,1.1%,2.9%,-13.3
Cc1ccccc1CSc1ncnc2ccccc12,?,13.6%,-21.7%,4.8%,-0.8%,-0.5%,17.7%,-3.9%,-7.0%,?,-5.4
COc1ccc(C2CC(c3cccs3)=NN2C(=O)CSc2nc(=O)n3ccccc3n2)cc1 (stereo not given),.,.,.,.,?,-2.5%,3.9%,.,0.7%,0.8%,-4.1
CS/C(=N\S(=O)(=O)c1ccc(N)cc1)NS(=O)(=O)c1cccs1,-0.2%,-5.5%,6.3%,9.3%,-6.0%,-3.3%,1.1%,-2.4%,7.1%,-1.1%,-3.8
CCCCC1(Cc2cccc([N+](=O)[O-])c2)C(=O)N(c2ccccc2)N(c2ccccc2)C1=O,-7.9%,-3.1%,17.8µM*,7.7%,-8.3%,-2.5%,6.5%,?,-3.9%,3.0%,-13.0
Cc1cc(C)cc(N2CN=c3s/c(=C\c4ccco4)c(=O)n3C2)c1,8.4%,.,-8.4%,-4.8%,-6.0%,1.7%,-1.8%,-1.1%,-4.5%,1.8%,-4.9
O=C(CCCN=C1NS(=O)(=O)c2ccccc21)OCC(=O)c1ccccc1Cl,.,.,.,.,26.7%,6.2%,-10.3%,.,3.9%,?,8.3
CC(C)(CN1CCN(c2ccccc2)CC1)NS(=O)(=O)c1ccccc1,.,-12.1%,-15.2%,9.6%,4.3%,-0.5%,14.2%,-5.5%,0.6%,1.3%,7.5
Cc1cc(C)n2nc(SCc3c(F)cccc3Cl)nc2n1,-23.7%,-3.8%,11.3%,.,?,3.2%,0.9%,-20.7%,-1.5%,-15.2%,-1.8
Cc1ccc(SC/C(O)=C(\C#N)c2nc3ccccc3s2)cc1,?,-2.0%,1.0%[0.365 µM],-6.2%,-1.2%,-1.9%,-1.3%,.,-4.0%,?,20.6
O=C(O)c1ccc(NC(=O)c2ccccc2NC(=O)c2ccccc2Cl)cc1,-7.1%,-1.8%,28.8%,0.5%,9.9%,-1.6%,3.7%,3.2%,-2.2%,19µM*,-8.2
COc1ccccc1Nc1nc(N)nc(-c2oc3ccccc3c2C)n1,-28.5%,?,1.4%,-4.0%,10.9%,7.9%,-0.9%,-1.0%,1.4%,0.3%,.
CN1C2=CC=CC=CC2=[N+](C)C12C([N+](=O)[O-])=CC(=[N+]([O-])[O-])C=C2[N+](=O)[O-] (stereo not given),.,?,-44.7%,0.1%,-0.8%,-48.1%[inhibitor],-4.5%,-13.5%,-47.2%[inhibitor],-5.4%,-16.2
CCCCCNC(=O)Cc1ccc(S(=O)(=O)N2CCOCC2)s1,.,.,.,.,7.1%,-4.5%,2.5%,.,-12.5%,2.3%,2.9
O=C1/C(=C/c2ccccc2F)SC(=S)N1CC(=O)N1CCCCC1c1cccnc1 (stereo not given),.,?,?,.,-13.2%,1.4%,-17.9%,?,-6.3%,-14.8%,-8.4
Fc1ccc(Cn2c(-c3cscn3)nc3ccccc32)c(Cl)c1,?,22.4%,-36.3%,2.7%,17.4%,-1.6%,3.0%,-0.1%,4.5%,3.5%,-3.3
Cc1ccc(-c2c3c(nc4sc(C(N)=O)c(N)c24)CCCC3)o1,3.9%,-6.1%[11.5 µM],10.0%,28.4%,?,-6.9%,-27.3%,-4.6%,-6.0%,-5.0%,27.2
O=C(NCCC1CCCCN1S(=O)(=O)c1ccccc1)C(=O)NCc1ccccn1 (stereo not given),.,.,.,.,0.0%,-0.1%,-0.3%,.,-2.8%,0.6%,-0.6
CC(=O)c1cc(C)ccc1OC(=O)c1ccncc1,11.1%,0.4%,-13.3%,3.5%,8.3%,-1.6%,1.0%,-2.0%,-0.5%,-4.8%,-18.8
CC1=CCC(C(=O)O)(C(=O)N/N=C/c2cccs2)C(c2ccc([N+](=O)[O-])cc2)C1 (stereo not given),?,17.2%,?,0.4%,-3.9%,1.1%,7.9%,19.1%,9.5%,4.3%,-10.6
CC1CCc2sc(C(=O)NCc3ccccn3)cc2C1 (stereo not given),.,.,.,.,?,25.2%,4.5%,.,?,19µM*,-2.3
COCCCNC(=O)C1CCCCN1S(=O)(=O)c1ccc(F)cc1 (stereo not given),9.5%,1.6%,1.5%,-2.4%,-8.6%,2.0%,5.5%,-7.7%,-6.6%,-0.5%,-3.7
O=C(c1c[nH]c(C(=O)N2CCN(Cc3ccccc3)CC2)c1)C1CCCCC1,?,-6.0%,7.3%,-5.2%,?,-1.1%,9.5%,9.8%,-0.8%,-0.1%,-2.5

High-throughput results deposited in PubChem by National Center for Advancing Translational Sciences (NCATS).
